# zVAD death inh – blocks zVAD induced death of L929 cells; L929 zVAD necroptosis rescue, ATP luminescence, 24 h; with zVAD 60 µM; viability rescue, % at 10 µM; AID 1377; hit rate 0.38% among 220,000;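 active = activation, scaled between plate controls, above about 75%, limit read from the data; inactive = activation under that limit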;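 also: 0% = zVAD with DMSO and 100% = DMSO alone without zVAD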
# Hck-Nef inh – human Hck-Nef kinase inhibition; P08631; Recombinant Hck-YEEI plus Nef, Z-Lyte FRET kinase assay; AID 463187; inhibition, % at 20 µM; hit rate 0.68% among 220,000;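 active = Hck-Nef kinase inhibition above about 50%, limit read from the data; inactive = inhibition below that limit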;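 also: 0% = DMSO with Hck plus Nef and 100% = Hck alone without Nef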
# EP2 modulator – EP2 receptor (human) modulation. P43116. EP2-expressing cells, cAMP HTRF FRET, PGE2 co-stimulation. induction, % at 25 µM. hit rate 0.83% among 260,000. AID 940;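 active = compounds whose cAMP rise, as percent of the full-agonist control response, exceeds 60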;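 also: rat C6 glioma line stably carrying human EP2 under a CMV promoter; the protocol text gives 20 µM as final concentration; 100% = response of wells given 1 µM PGE2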
# RBBP9 inh – human RBBP9 hydrolase inhibition; hit rate 0.2% among 220,000; inhibition, % at 7.94 µM; recombinant RBBP9, FP-Rh probe fluorescence polarization; AID 1515;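 active = inhibition above the campaign mean of all tested compounds plus 3 SD, cut at about 14% in these data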;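 also: plate controls were DMSO wells with RBBP9 for no effect and wells lacking RBBP9 protein for full effect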
#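 system = RBBP9 protein | input = RBBP9 at 2.5 µM in dispensed solution, before mixing | measured by = fluorescence polarization (mP), excitation 525 nm, emission 598 nm | incubation = enzyme-compound preincubation 30 min, then probe labeling 45 min, 25 °C | buffer or medium = Tris-NaCl-Pluronic buffer, pH 8.0 | compound = single dose 7.94 µM | also added = FP-Rh probe, 375 nM dispensing solution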
# TNF necrop inh – TNF-alpha cell death inhibition in Jurkat FADD-/- cells; Jurkat FADD-/- TNF necroptosis rescue, ATP luminescence, 24 h; 0 = TNF only, 100 = no-TNF cells; activation (protection from cell death), % at 10 µM; hit rate 0.068% among 220,000; AID 463075;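 active = activation, meaning protection from cell death, of at least 50% relative to plate controls; inactive = activation below 50%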;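 also: necroptosis triggered by 40 ng/mL TNF-alpha added together with compound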
# PERK inhibitor – inhibitors of human PERK kinase; AID 1416; CHO PERK-DD fusion, SEAP luminescence translation reporter; hit rate 0.17% among 220,000; inhibition, % at 5.6 µM; Q9NZJ5;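 active = inhibition above the mean inhibition of all tested compounds plus 3 SD, set separately per screening campaign, cut at about 2.9% in these data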;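 also: PERK kinase domain activated by AP20187 dimerizer at 100 nM; 0% = DMSO with dimerizer and 100% = rapamycin at 8.4 µM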
# Target sequence (Q9NZJ5 whole entry, looked up, the tested form may be a part): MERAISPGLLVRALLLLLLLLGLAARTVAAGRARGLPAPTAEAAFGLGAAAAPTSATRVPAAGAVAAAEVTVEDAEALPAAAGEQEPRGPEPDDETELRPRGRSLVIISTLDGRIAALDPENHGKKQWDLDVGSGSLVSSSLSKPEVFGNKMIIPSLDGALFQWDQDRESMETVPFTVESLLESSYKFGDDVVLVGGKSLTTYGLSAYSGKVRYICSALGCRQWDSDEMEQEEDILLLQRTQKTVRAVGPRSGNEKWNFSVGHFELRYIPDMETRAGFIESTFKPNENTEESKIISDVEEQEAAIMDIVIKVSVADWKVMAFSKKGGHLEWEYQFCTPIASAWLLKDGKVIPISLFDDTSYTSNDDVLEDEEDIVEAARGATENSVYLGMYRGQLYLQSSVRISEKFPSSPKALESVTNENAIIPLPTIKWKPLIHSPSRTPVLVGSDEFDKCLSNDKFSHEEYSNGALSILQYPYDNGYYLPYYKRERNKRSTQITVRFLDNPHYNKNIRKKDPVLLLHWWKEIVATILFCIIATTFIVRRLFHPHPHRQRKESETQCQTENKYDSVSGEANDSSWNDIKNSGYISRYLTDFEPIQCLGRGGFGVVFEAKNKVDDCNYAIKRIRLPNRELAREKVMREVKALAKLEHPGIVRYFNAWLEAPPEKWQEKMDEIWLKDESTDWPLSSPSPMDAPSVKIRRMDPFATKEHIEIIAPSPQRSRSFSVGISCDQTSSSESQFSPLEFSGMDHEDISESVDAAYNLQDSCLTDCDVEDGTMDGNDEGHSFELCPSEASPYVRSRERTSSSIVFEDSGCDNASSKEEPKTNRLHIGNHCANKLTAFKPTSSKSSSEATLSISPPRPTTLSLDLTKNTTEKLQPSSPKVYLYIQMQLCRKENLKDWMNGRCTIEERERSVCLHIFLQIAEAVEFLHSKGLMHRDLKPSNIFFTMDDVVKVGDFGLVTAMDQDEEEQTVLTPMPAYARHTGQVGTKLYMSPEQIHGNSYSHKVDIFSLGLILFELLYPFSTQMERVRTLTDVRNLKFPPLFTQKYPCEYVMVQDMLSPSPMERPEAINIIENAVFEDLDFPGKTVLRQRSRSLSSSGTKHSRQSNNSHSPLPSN
# EP2 antag – blocks the human prostaglandin E2 receptor EP2 | hit rate 0.52% among 260,000 | C6 glioma cells expressing human EP2, cAMP TR-FRET; cells stimulated with saturating PGE2 | P43116 | inhibition, % at 25 µM;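 active = percent inhibition above 40 after rounding to a whole number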;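 also: rat C6 glioma host cells with rolipram phosphodiesterase inhibitor present; the protocol text gives 20 µM as final concentration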
# Runt-CBFb FRET – Runt domain-CBFb interaction inhibition. Cerulean-Runt/Venus-CBFb FRET ratio 530/480, 1 h. inhibition, % at 20 µM. hit rate 0.46% among 220,000. Q01196+Q13951;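 active = inhibition over about 50% at 20 µM in the single-dose screen, limit read from the data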;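 also: 0% = DMSO wells and 100% = excess unlabeled CBFb competitor control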
#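 Assay system: Cerulean-tagged RUNX1 Runt domain (FRET donor) fusion protein / Amount: 100 nM each of Venus-CBFb and Cerulean-Runt domain / Medium: Tris buffer pH 7.5 with salts and BSA / Also added: Venus-CBFb 100 nM / Schedule: 1 h complex formation plus 1 h compound treatment, room temperature / Signal: FRET fluorescence / Read-out: loss of energy transfer signal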
# Runt-SMMHC FRET – blocks binding of human RUNX1 Runt domain to CBFb-SMMHC. Q01196+Q13951. Cerulean-Runt/Venus-CBFb-SMMHC FRET ratio 530/480, 1 h. inhibition, % at 20 µM. hit rate 0.74% among 220,000;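 active = mean inhibition across duplicate retests at 20 µM reaching about 50%, limit read from the data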;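 also: 0% = DMSO wells and 100% = wells with excess untagged CBFb-SMMHC; inhibitors lower the FRET ratio by blocking Runt binding to CBFb-SMMHC; some results filed as inactive read as strong as hits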
# * marks the source's active call; other numbers are inactive results; . = not tested or not shown. The list is partial; the hit share may differ from the screen's.
SMILES,zVAD death inh,Hck-Nef inh,EP2 modulator,RBBP9 inh,TNF necrop inh,PERK inhibitor,EP2 antag,Runt-CBFb FRET,Runt-SMMHC FRET
Cc1c(CCC(C)C)c(-n2ccnc2C)n2c(nc3ccccc32)c1C#N,-0.5,1,16,-3,-1.7,-0.9,15,-15,-44
CC(C)(C)NC(=O)Nc1ccc(Br)cc1,1.1,10,-20,-1,3.7,0.8,4,-1,1
CCOc1cccc(/C=N/NS(=O)(=O)c2ccc(C)c([N+](=O)[O-])c2)c1O,3.1,-11,16,-3,0.3,2.2,5,2,-2
Cc1ccc(S(=O)(=O)NCCc2nnc3ccc(SCc4cccnc4)nn23)cc1,5.1,20,28,-7,-0.1,-1.6,8,3,-7
COc1ccc(NC(=O)CSc2nnc(Cc3cccs3)n2-c2ccc(C)cc2)cc1,-0.4,-6,13,-7,-0.5,-1.1,3,-3,0
O=S(=O)(c1ccc(-c2csc(Nc3ccc(F)cc3)n2)cc1)N1CCCC1,2.5,1,-43,-8,3.1,0.1,8,2,3
O=C1c2ccccc2C(=O)N1CCN1CCCCC1,-0.2,0,16,-6,-1.3,0.1,.,-1,1
CS(=O)(=O)c1ccc(Sc2nc3ccccc3s2)c([N+](=O)[O-])c1,-0.6,-1,-17,-6,-11,0.2,10,3,3
CCOc1ccc(NS(=O)(=O)c2ccc(NS(=O)(=O)c3ccc(SC)cc3)cc2)cc1,-1.4,-9,38,-4,3.6,1.3,11,-4,1
O=C(N=Nc1c(O)[nH]c2ccccc12)c1ccc(CN2CCOCC2)cc1,73,94*,-35,-3,1.1,2.2,5,1,3
O=C(O)COc1ccc(/C=C/c2ccc3cccc([N+](=O)[O-])c3n2)cc1,0.8,9,89*,-4,1.6,0.5,6,-5,-7
O=C(CCNS(=O)(=O)c1ccc2c(c1)CCC(=O)N2)NCc1cccnc1,-0.2,0,11,-8,-0.2,-1.2,14,-3,3
COCCNC(=O)c1ccc(CS(=O)(=O)c2ccccc2)o1,0.4,2,-6,-7,-1.3,2.0,7,-1,-3
Cn1c(Cn2nnc3ccccc32)nnc1SCC(N)=O,0.7,0,24,1,-0.6,-0.3,11,0,-8
CCOC(=O)N1CCN(C(=O)c2cc3c(=O)[nH]c4ccccc4c3s2)CC1,1.1,2,-10,-11,-0.9,0.2,.,0,-1
O=C(O)C1CCC(Cn2c(SCc3cc(=O)n4cc(Cl)ccc4n3)nc3ccsc3c2=O)CC1 (stereo not given),2.8,-1,53,-2,-2.8,2.0,6,.,2
O=C(C1CCN(S(=O)(=O)c2cccc3nsnc23)CC1)N1CCCc2ccccc21,-0.2,0,-28,-2,-4.1,-1.5,16,-2,4
C=CCn1c(SCC(=O)NCc2ccco2)nc2sc3c(c2c1=O)CCC3,0.0,-1,-10,1,-1.2,-1.6,17,0,-7
Cc1c(NC(=O)/C(C#N)=C\c2cccs2)c(=O)n(-c2ccccc2)n1C,-0.1,0,2,5,-0.2,0.7,11,2,-2
O=C(O)c1ccc(Nc2nc3c(s2)CCCC3)cc1,0.8,31,-11,-6,0.0,0.2,10,4,4

# An excerpt from above in order of number of heavy atoms, smallest number first.
SMILES,zVAD death inh,Hck-Nef inh,EP2 modulator,RBBP9 inh,TNF necrop inh,PERK inhibitor,EP2 antag,Runt-CBFb FRET,Runt-SMMHC FRET
O=C(O)c1ccc(Nc2nc3c(s2)CCCC3)cc1,0.8,31,-11,-6,0.0,0.2,10,4,4
Cc1c(NC(=O)/C(C#N)=C\c2cccs2)c(=O)n(-c2ccccc2)n1C,-0.1,0,2,5,-0.2,0.7,11,2,-2
O=C(CCNS(=O)(=O)c1ccc2c(c1)CCC(=O)N2)NCc1cccnc1,-0.2,0,11,-8,-0.2,-1.2,14,-3,3

# (continued)
SMILES,zVAD death inh,Hck-Nef inh,EP2 modulator,RBBP9 inh,TNF necrop inh,PERK inhibitor,EP2 antag,Runt-CBFb FRET,Runt-SMMHC FRET
CCOc1cc(N2CCCC2)ccc1[N+](=O)[O-],0.7,-1,14,-7,0.8,0.3,8,-4,-2
CC(Sc1nc(NCc2ccccc2)nc(N(C)C)n1)C(=O)Nc1ccccc1 (stereo not given),0.7,-1,11,-6,2.8,-1.3,3,-1,1
Cc1ccc(C)c(NC(=S)N(CCN(C)C)C(C)c2ccccn2)c1 (stereo not given),-0.2,-14,6,-7,0.3,1.4,7,-1,2
CCc1nn2c(=O)cc(CSc3nc4sc5c(c4c(=O)n3C)CCCC5)nc2s1,1.1,13,.,-6,-1.1,0.2,.,.,.
Cn1cnc2nc3n(c2c1=O)CCC3,0.4,2,39,0,-0.4,-0.8,7,0,-3
Cc1cccc(CSC2=NCCN2C(=O)c2ccco2)c1,4.4,3,18,0,0.8,0.1,13,2,0
COc1ccc(N2C(=O)CS(=O)C(c3ccccc3)C2=O)cc1 (stereo not given),-0.8,-6,-29,-22,0.9,0.2,2,31,56
CCOc1cc(NC(=O)c2cccs2)c(OCC)cc1NC(=O)CCC(=O)NCc1ccccn1,-0.9,21,16,5,4.0,-0.2,4,2,6
CCOc1ccc(N2C(=O)C(=O)/C(=C(/O)c3ccccc3)C2c2ccccc2[N+](=O)[O-])cc1 (stereo not given),-0.8,-2,13,-7,-18,1.2,10,14,3
C=CCNC(=O)/C(C#N)=C/c1cn(-c2ccccc2)nc1-c1ccc(OC)c([N+](=O)[O-])c1,4.4,-4,-26,-11,-0.4,-1.1,1,-3,0
c1csc(-c2nc(-c3ccncc3)no2)c1,5.8,4,-13,-7,-2.3,1.2,16,-2,3
CC(Oc1ccccc1F)c1ccnc2nc(/N=C/N(C)C)nn12 (stereo not given),2.1,24,17,-4,-1.1,1.2,2,0,6
FC(F)(F)c1ccc(C2Nc3cccc4cccc(c34)N2)cc1,-0.7,20,-1,-9,-1.3,-0.4,7,-4,-23
O=c1oc(-c2ccccc2NS(=O)(=O)c2ccccc2)nc2ccccc12,-1.0,4,12,-11,-5.4,0.4,4,0,-1
COc1ccc(CC(=O)Nc2ccc(/C(C)=N/NC(=O)c3cccc([N+](=O)[O-])c3)cc2)cc1,0.0,1,4,-8,0.7,-0.8,7,0,-8
CCC(=O)N1c2ccccc2-c2nnc(SC)nc2OC1c1ccc(N(C)C)cc1 (stereo not given),.,0,20,9,-11,-0.3,12,-1,3
O=C(c1cc(Br)c(Br)s1)N1CCN(C/C=C/c2ccccc2)CC1,-0.2,3,-12,-7,1.5,-0.2,9,-6,-3
c1cnc2ccc(C(c3nnnn3C3CCCCC3)N3CCN4CCCC4C3)cc2c1 (stereo not given),0.0,-2,-42,-1,1.1,-1.9,13,0,4
COC(=O)/C=C1/N/C(=N\c2nc(C)cc(C)n2)N(c2ccc(Cl)cc2)C1=O,0.0,6,25,-4,-1.7,0.2,3,-2,3
O=C(CC12CC3CC(CC(C3)C1)C2)NCc1ccncc1,0.2,0,-6,3,0.2,0.1,6,1,2
CCC(Sc1nc(C)cc(C)n1)C(=O)Nc1cc(C)on1 (stereo not given),-0.5,11,22,2,0.8,0.3,3,-1,2
CCNC(=S)NCc1ccc(F)cc1,1.6,1,-8,-4,2.2,-1.1,2,-1,18
COc1ccc(CCNC(=O)CSc2nnc(-c3cccc(F)c3)o2)cc1OC,-0.1,2,-13,-6,1.2,-0.6,9,3,-2
O=C(Oc1ccccc1)c1ccc(-n2cnnn2)cc1,0.6,-1,16,5,0.8,0.8,8,-1,4
Cc1nc2ccc(NC(=O)CCS(=O)(=O)c3ccc(Cl)cc3)cc2s1,0.3,1,-54,-6,0.9,-1.3,7,0,-5
O=C(Nc1cccc(F)c1)N1CCCC(CNS(=O)(=O)Cc2ccccc2)C1 (stereo not given),23,12,-28,-4,1.5,-0.5,4,0,2
COc1ccccc1OCC(=O)NNC(=O)c1ccoc1C,-1.0,2,7,-8,0.7,-0.5,7,0,-3
N#Cc1ccccc1NC(=O)Nc1ccc(Cl)cc1,-0.1,1,-7,7,-1.2,0.2,2,.,-10
CCOC(=O)C(=O)Nc1nnc(CCc2ccccc2)s1,0.5,5,16,-1,-0.3,-0.3,12,-2,0
Cc1cc(C)n(-c2cc(Oc3ccccc3)ncn2)n1,-0.6,-2,-9,-7,-2.0,0.7,5,-1,0
C=CCNC(=O)c1ccccc1NC(=O)c1cccc2ccccc12,0.1,-2,-11,2,-0.6,-2.7,15,2,-4
Cc1ccc(OCCN2CCN(C(=O)CCC(=O)Nc3nnc(C)s3)CC2)cc1,0.6,0,0,0,-0.6,0.9,13,-2,1
Cc1cccc(NC(=O)C(=O)NCC2CCCO2)c1 (stereo not given),4.4,15,21,-2,0.7,0.8,7,0,0
N#Cc1cccc(C(c2nnnn2CCc2ccccc2)N2CCN(C3CCCCC3)CC2)c1 (stereo not given),-0.4,2,1,-5,-0.3,-1.4,1,-1,-4
CCc1ccc2c(c1)c(N=NC1=NC(=O)CS1)c(O)n2CC,1.3,1,-10,-1,-1.4,0.2,14,-5,-7
COc1ccc(S(=O)(=O)NCC(=O)N(CC(=O)NCC2CCCO2)c2ccccc2C)cc1 (stereo not given),0.0,0,2,-4,-0.5,-1.3,6,0,-2
CCOc1ccc(/C=N/OCC(=O)NC(c2ccccc2)c2ccccc2)cc1,-0.1,4,21,-3,-0.2,-0.5,5,-3,3
COc1ccc(CCNC(=O)CCc2ccc(S(=O)(=O)NCC(C)C)cc2)cc1OC,-0.5,17,14,3,-1.1,-0.6,2,-3,0
O=C(CCC1CCCC1)N1CCN(C(=O)c2cccnc2)CC1,-0.3,1,19,-4,-0.8,0.6,3,2,-5
O=[N+]([O-])c1cc(C(F)(F)F)ccc1NCCc1c[nH]c2ccc(O)cc12,-0.3,1,-17,-4,-16,0.3,10,-2,0
CN=C(NC(=O)Nc1c(C)cccc1C)NC(=O)Nc1c(C)cccc1C,-0.5,24,20,-2,1.2,1.5,4,0,-2
CC(C)CCCC(C)NS(=O)(=O)Cc1ccccc1 (stereo not given),-0.2,3,24,-2,1.5,-1.5,2,0,2
O=C(NCN1C(=O)C2C3C=CC(C3)C2C1=O)Nc1ccccn1 (stereo not given),0.1,-2,33,-1,0.6,-0.2,13,1,-9
Cc1ccccc1CSCC(=O)NC1CCCC1,-0.8,-19,11,2,1.3,1.5,10,1,1
Fc1ccccc1/C=C1\CCCC2=C1Nc1ncnn1C2c1ccccc1F (stereo not given),-0.5,2,-17,-5,-19,-0.4,8,32,30
COC(=O)C(C)Sc1ccc2nnc(-c3ccc(F)cc3)n2n1 (stereo not given),-0.3,0,-29,2,0.8,-1.7,10,-4,0
CCOCCCNc1ncc2c(n1)CC(c1ccc(C)cc1)CC2=O (stereo not given),-0.4,1,23,-5,-0.5,0.8,11,-4,-1
COC(=O)c1c(S(C)(=O)=O)nc(-c2ccccc2)[nH]c1=O,1.1,5,17,-6,6.8,1.9,11,-1,3

# Screening results from PubChem BioAssay.
